High-throughput results (PubChem BioAssay)
GLP1R ag: activates the human GLP-1 receptor; AID 624172; hit rate 0.007% among 380,000; Potency, µM (top dose mostly 45.6 µM), inactives show top-dose activation, actives largely listed as activators; P43220; HEK293 GLP-1R CRE-luciferase, luminescence, 4-6 h; cells express a hypersensitive GLP-1R form; note: potency is the fitted concentration of half-maximal effect; % of control where 0% means no effect
Target sequence (P43220 whole entry, looked up): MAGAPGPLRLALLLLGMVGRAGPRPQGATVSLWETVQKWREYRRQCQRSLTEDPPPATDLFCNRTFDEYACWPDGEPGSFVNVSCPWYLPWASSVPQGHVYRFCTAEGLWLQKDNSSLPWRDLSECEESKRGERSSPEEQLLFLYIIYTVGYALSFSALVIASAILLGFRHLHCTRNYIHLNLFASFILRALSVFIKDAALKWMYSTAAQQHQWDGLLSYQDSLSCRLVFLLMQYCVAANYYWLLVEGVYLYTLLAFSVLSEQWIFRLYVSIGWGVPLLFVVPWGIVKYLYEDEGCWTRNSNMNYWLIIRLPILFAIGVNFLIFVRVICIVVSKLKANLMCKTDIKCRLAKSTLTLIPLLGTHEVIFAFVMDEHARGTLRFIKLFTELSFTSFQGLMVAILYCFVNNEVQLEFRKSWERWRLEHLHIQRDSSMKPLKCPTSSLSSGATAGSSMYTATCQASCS
DRD3 antagonist: blocks the human D3 dopamine receptor | P35462 | D3R cells, DiscoveRx beta-arrestin luminescence, antagonist mode; stronger effect = lower value | max response, negative = inhibition, % | hit rate 2.5% among 360,000; in the data active = max response below about -50%; inconclusive = no clear call, values can overlap the other calls; note: % is set by controls: 0 for no effect and ±100 for the full control effect; mostly tested at two doses, the higher about 12 µM
Target sequence (P35462 whole entry, looked up): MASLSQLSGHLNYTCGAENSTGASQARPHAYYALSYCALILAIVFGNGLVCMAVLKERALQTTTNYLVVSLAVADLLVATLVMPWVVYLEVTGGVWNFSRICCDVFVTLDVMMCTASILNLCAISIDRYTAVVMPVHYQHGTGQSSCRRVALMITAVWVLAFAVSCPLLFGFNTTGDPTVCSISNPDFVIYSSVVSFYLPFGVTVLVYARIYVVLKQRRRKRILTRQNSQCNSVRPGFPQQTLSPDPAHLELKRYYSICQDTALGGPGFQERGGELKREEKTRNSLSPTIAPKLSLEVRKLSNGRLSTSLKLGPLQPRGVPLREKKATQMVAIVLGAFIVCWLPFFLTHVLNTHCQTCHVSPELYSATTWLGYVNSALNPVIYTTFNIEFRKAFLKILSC
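Cells plated overnight at 1500 cells/well, then exposed to library compounds with dopamine controls for 90 minutes at 37 degrees C. DiscoveRx reagent added for 30–60 minutes at room temperature; luminescence read, quantitative HTS format.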
GLP1R inv ag: acts as inverse agonist at human GLP-1 receptor; P43220; Potency, µM (titrated, usually from 38.3 µM), inactives show at the top dose activity change, negative = inhibition, most hits filed as inhibitors; HEK293 GLP-1R CRE-luciferase, luminescence, 24 h; GLP-1R form is constitutively active; hit rate 1.6% among 410,000; note: potency is the fitted concentration of half-maximal effect; % is set by controls: 0 for no effect and ±100 for the full control effect; nearly all actives have a fitted effect of over 55% in size
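GLP-1R inverse agonism mode: basal reporter luminescence in engineered HEK293 cells measured after one day of compound exposure at 37 deg C, with a 12 min room-temperature detection step.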
TDP43 rescue: inhibitors of TDP-43 toxicity in yeast | AID 652104 | TDP-43 expressing yeast growth rescue, BacTiter-Glo, 24 h | Potency, µM (series often up to 46.1 µM), for inactives: at the top dose growth rescue (activation), most hits filed as activators | hit rate 1.8% among 410,000; note: potency is the fitted concentration of half-maximal effect; % of control where 0% means no effect; nearly all actives have a fitted effect of over 50% in size
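In this qHTS, compounds that restore growth of yeast expressing TDP-43 appear as activators. Cells (OD600=0.02, galactose medium, raffinose-pregrown) are incubated with compound 24 hr at 30 deg C and growth is quantified by BacTiter-Glo.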
HEK293 tox: cytotoxicity counter-screen for GLP-1 receptor inverse agonists; Potency, µM (highest dose often 38.3 µM), inactives show at the highest dose activity change, negative = inhibition, most hits filed as inhibitors; AID 624418; HEK293 cAMP-luciferase reporter cells, luminescence, 24 h; hit rate 0.13% among 410,000;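 note: loss of luciferase light is scored as toxicity; potency is the fitted concentration of half-maximal effect; % is set by controls: 0 for no effect and ±100 for the full control effect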
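Step one: seed cells (200 cells/uL, DMEM with 10% Nu serum, 1% pen-strep). Step two: 12-hour incubation at 37 deg C. Step three: pin 23 nL compound, incubate 24 hr. Step four: add luciferase reagent, read luminescence 12 min later.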
PTHR1 ag: agonists of human PTHR1 parathyroid hormone receptor; HEK293 GP2 PTHR1 cells, GloSensor cAMP luminescence, 1 h; Potency, µM (highest dose often 115 µM), inactives show at the highest dose activation, most hits filed as activators; hit rate 0.075% among 410,000; AID 743266; note: potency is the fitted concentration of half-maximal effect; nearly all actives have a fitted effect of over 55% in size; some results filed as inactive show a strong effect at the top dose; inactives centre near -15; many of its hits are not listed in these tables
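HEK-293-derived GP2 cells expressing PTHR1 and a GloSensor cAMP reporter, 3,000/well, plated overnight, given luciferin plus IBMX (each 0.5 mM as added) for 1 h at 37 °C, then compound for 1 h at 37 °C. Luminescence was read after 15 min at room temperature.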
KB-V1 cytotox: KB-V1 MDR subline cytotoxicity | KB-V1 MDR cells viability, CellTiter-Glo, 72 h | Potency, µM (highest dose often 46.1 µM), inactives show top-dose activity change, negative = cytotoxicity, usual class: cytotoxic | hit rate 3.4% among 400,000 | AID 1347076; note: potency is the fitted concentration of half-maximal effect; % is set by controls: 0 for no effect and ±100 for the full control effect; nearly all actives have a fitted effect of over 60% in size
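KB-V1 MDR subline cells in DMEM (phenol-red free, 10% FBS) exposed to compounds in qHTS concentration series for 72 h at 37 degrees C. Viability read by CellTiter-Glo luminescence; concentration-effect curves fitted after normalization and correction.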
DRD3 agonist: agonists of human D3 dopamine receptor; hit rate 0.58% among 410,000; D3R DiscoveRx beta-arrestin cells, luminescence, 90 min; P35462; max activation, %; in the data active = max activation above about 30%; note: 0% is about no effect; mostly tested at two doses, the higher about 12 µM
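Agonist-mode cell screen: cells plated at 1500/well and incubated overnight at 37 °C, then exposed to library compounds for 90 min at 37 °C. Detection reagent was added for 30–60 min at room temperature, and luminescence was read.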
aSyn rescue: inhibitors of alpha-synuclein toxicity in yeast | Potency, µM (doses to about 46.1 µM), inactives show at the highest dose growth rescue (activation), actives largely listed as activators | AID 652106 | Yeast expressing alpha-synuclein, growth rescue, BacTiter-Glo, 24 h | hit rate 0.14% among 370,000; note: potency is the fitted concentration of half-maximal effect; % of control where 0% means no effect; nearly all actives have a fitted effect of over 65% in size
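Rescue of yeast growth: cells expressing toxic alpha-synuclein, induced in galactose at OD600 0.02, incubated with compound 24 h at 30 C. ATP luminescence quantified growth; inhibitors of toxicity appear as activators.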
* hit, by the source's call; i = inactive; ? = inconclusive; · = not tested or not shown; [ ] = remark or other dose. Unless noted, calls come from the whole dose curve; as a rule, active = well fitted curve in the direction sought with a large enough effect; inconclusive = small, poorly fitted or top-dose-only effect, or another doubt; inactive = no such curve, though single readings can be large; an effect the other way counts as inactive or inconclusive. This is a subset. The share of hits here may be higher or lower than overall.

SMILES	GLP1R ag	DRD3 antagonist	GLP1R inv ag	TDP43 rescue	HEK293 tox	PTHR1 ag	KB-V1 cytotox	DRD3 agonist	aSyn rescue
NS(=O)(=O)c1ccc(CCNc2ncnc3sccc23)cc1	0%	-1	112%[activator]	-15%	2%	-91%[inhibitor]	-3%	1	1%
CCCCCCCN1C/C=C\C(c2ccc(OC)cc2)N(Cc2ccc(F)cc2)C(=O)[C@H]1Cc1ccccc1 (stereo partly drawn)	5%	?	10%	-20%	8%	13%	7%	-11	12%
N#Cc1ccccc1NC(=O)CSc1cn[nH]n1	6%	6	9%	-4%	-2%	-12%	-7%	8	-4%
CCN(CC(=O)Nc1ccccc1OC)C(=O)COc1ccc(C#N)cc1	-1%	22	10%	0%	8%	i	5%	1	1%
CC1(c2nnnn2-c2ccc3c(c2)OCCO3)CCC(=O)N1CCOc1ccccc1 (stereo not drawn)	8%	15	9%	0%	6%	i	?	1	-9%
O=C(CN1C(=O)c2ccccc2C1=O)OCC(=O)c1ccccc1	0%	-2	1%	-21%	5%	i	20%	-18	-3%
O=C(COC(=O)c1n[nH]c(=O)c2ccccc12)NCc1ccccc1	-5%	25	3%	0%	7%	i	?	1	2%
COc1ccccc1N1CCN(C(=O)CNC(=O)c2cn(-c3ccccc3OC)c(=O)c3ccccc23)CC1	-2%	9	-1%	-17%	-3%	i	-9%	-1	8%
O=C1c2ccccc2C(=O)C1(CO)c1ccccc1	-1%	-8	8%	-92%[inhibitor]	-4%	-23%	-14%	-1	-71%[inhibitor]
COc1ccc(NC(C)(C)c2nnnn2-c2c(C)cccc2C)cc1	6%	2	-27%	13µM*	-13%	-37%	-26%	-6	11%
CN(C)C(=O)c1c([N+](=O)[O-])c(C(C)(C)C)nn1C	-15%	10	22%	1%	-1%	i	-1%	19	2%
COc1ccccc1C(=O)COC(=O)Cc1ccccc1F	8%	-1	-29%	?	6%	-26%	27%	-4	19%
O=C(c1ccc(C(F)(F)F)cc1)C1CCCN(C(=O)CCn2cncn2)C1 (stereo not drawn)	8%	-18	17%	7%	-14%	-3%	-11%	-7	-3%
Cc1cccc(OCCn2nnc3sc4c(c3c2=O)CCCC4)c1	·	·	-29%	?	3%	-23%	1%	1	·
CN(C)S(=O)(=O)c1ccc(NC(=O)CN2CCN(C(c3ccccc3)c3ccccc3)CC2)cc1	2%	-18	-3%	2%	-5%	i	-17%	3	3%
CCOC(=O)c1[nH]c2cc(OC)c(OC)cc2c1NC(=O)CN(C)C1CCCCC1	-2%	14	?	-2%	-21%	-51%[inhibitor][57.5 µM]	7.3µM*	13	-4%
CCc1ccc(-c2nc(CS(=O)CC(=O)NCc3ccccc3)c(C)o2)cc1 (stereo not drawn)	0%	1	?	5%	-14%	-13%	-6%	3	11%
Cc1cccc(-n2c(C)cc(/C=N\NC(=O)c3cccs3)c2C)c1	6%	-9	?	6%	3%	-20%	?	-27	-1%
CC1(C)CC(=O)C2=C(C1)N(Cc1ccccc1)C(=O)C2(O)C(F)(F)F (stereo not drawn)	-5%	15	-12%	10%	-4%	i	6%	-11	-7%
COc1cccc(/C=N/NC(=O)c2ccoc2C)c1O	3%	-1	1.3µM*	9%	-41%	-61%[inhibitor]	-24%	-9	9%

3 entries out of the list, sorted by formula weight, ascending:
SMILES	GLP1R ag	DRD3 antagonist	GLP1R inv ag	TDP43 rescue	HEK293 tox	PTHR1 ag	KB-V1 cytotox	DRD3 agonist	aSyn rescue
O=C1c2ccccc2C(=O)C1(CO)c1ccccc1	-1%	-8	8%	-92%[inhibitor]	-4%	-23%	-14%	-1	-71%[inhibitor]
Cc1cccc(-n2c(C)cc(/C=N\NC(=O)c3cccs3)c2C)c1	6%	-9	?	6%	3%	-20%	?	-27	-1%
Cc1cccc(OCCn2nnc3sc4c(c3c2=O)CCCC4)c1	·	·	-29%	?	3%	-23%	1%	1	·

The listing continues.
SMILES	GLP1R ag	DRD3 antagonist	GLP1R inv ag	TDP43 rescue	HEK293 tox	PTHR1 ag	KB-V1 cytotox	DRD3 agonist	aSyn rescue
CCN(CC(=O)NC1CCS(=O)(=O)C1)Cc1nc2c(Br)cc(Br)cc2c(=O)[nH]1 (stereo not drawn)	-1%	1	12%	13%	3%	-17%	-1%	-4	-5%
COc1cc(NC(=O)NCCc2c(C)nn(C)c2C)cc(OC)c1OC	·	·	-12%	10%	-9%	-13%	29%	6	·
O=C(O)CCC(=O)Nc1ccccc1C(=O)NCc1ccccc1	-4%	24	20%	1%	6%	i	?	6	-6%
Cn1cc(S(=O)(=O)N2CCOCC2)cc1C(=O)Nc1ccc(Cl)cc1	10%	0	-13%	-17%	0%	-25%	-1%	-8	0%
O=C(CSCc1ccc(C(=O)O)cc1)Nc1ccccc1	0%	13	6%	-4%[9.22 µM]	-4%	i	12%	3	2%
CCOc1cc(C#N)c(NC(=O)c2ccco2)cc1OCC	4%	-28	-16%	?	?	-18%[57.5 µM]	?	3	3%
COc1ccc(OC)c(-c2csc(NC(=O)COC(=O)c3ccc(NC(=O)CC#N)cc3)n2)c1	0%	-6	10%	8%	4%	i	7%	-2	-6%
CC(NC(=O)COC(=O)C12CC3CC(CC(Br)(C3)C1)C2)c1ccccc1 (stereo not drawn)	14%	-26	?	-7%	-7%	-8%	9%	-8	5%
Cc1cc(NC(=O)CSc2ncc(C(=O)O)n2-c2ccc(F)cc2)no1	-6%	10	3%	23%	4%	i	-3%	7	1%
Cc1ccc(S(=O)(=O)N2CCN(C(=O)c3ccc(S(=O)(=O)N4CCCC4)cc3)CC2)cc1	-6%	12	-12%	12%	0%	-95%[inhibitor]	29%	12	2%

Of the compounds above, five contain fluorine.
SMILES	GLP1R ag	DRD3 antagonist	GLP1R inv ag	TDP43 rescue	HEK293 tox	PTHR1 ag	KB-V1 cytotox	DRD3 agonist	aSyn rescue
CCCCCCCN1C/C=C\C(c2ccc(OC)cc2)N(Cc2ccc(F)cc2)C(=O)[C@H]1Cc1ccccc1 (stereo partly drawn)	5%	?	10%	-20%	8%	13%	7%	-11	12%
COc1ccccc1C(=O)COC(=O)Cc1ccccc1F	8%	-1	-29%	?	6%	-26%	27%	-4	19%
O=C(c1ccc(C(F)(F)F)cc1)C1CCCN(C(=O)CCn2cncn2)C1 (stereo not drawn)	8%	-18	17%	7%	-14%	-3%	-11%	-7	-3%
CC1(C)CC(=O)C2=C(C1)N(Cc1ccccc1)C(=O)C2(O)C(F)(F)F (stereo not drawn)	-5%	15	-12%	10%	-4%	i	6%	-11	-7%
Cc1cc(NC(=O)CSc2ncc(C(=O)O)n2-c2ccc(F)cc2)no1	-6%	10	3%	23%	4%	i	-3%	7	1%

(list continues)
SMILES	GLP1R ag	DRD3 antagonist	GLP1R inv ag	TDP43 rescue	HEK293 tox	PTHR1 ag	KB-V1 cytotox	DRD3 agonist	aSyn rescue
CCOC(=O)Cn1c(C)[n+](C)c2cc(Cl)c(Cl)cc21	0%	-7	-6%	7%	0%	-25%	18%	-3	0%
CN(C)c1cccc(CNC(=O)c2csc([C@H]3C[C@H](O)[C@@H](CO)O3)n2)c1	8%	-12	14%	23%	5%	i	5%	-3	-2%
CC(=O)OC[C@@H]1CN(Cc2ccccc2)C[C@H](n2cnc3c(NC4CCC4)ncnc32)O1	27%	-14	1%	8%	3%	-18%	-6%	-6	5%
Brc1ccc(N=NNc2ccccc2)cc1	2%	0	?	·	1%	i	9%	9	6%
CCc1ccccc1NC(=O)Cn1c(=O)n(-c2ccc(C)cc2)c(=O)c2cc(OC)c(OC)cc21	-1%	·	-7%	6%	0%	-14%	0%	-12	·
Cc1nc2oc(C(=O)c3ccccc3)c(N)c2c2c1COC(C)(C)C2	0%	22	-4%	3%	4%	-10%	-1%	5	2%
CCC(C(=O)NCc1ccco1)N(Cc1cccs1)C(=O)CNS(=O)(=O)c1ccccc1 (stereo not drawn)	8%	?	0%	-5%	-7%	i	-8%	-1	·
COc1cccc2c1O/C(=N\O)C(C(=O)Nc1cccc(C)c1C)C2 (stereo not drawn)	11%	25	17%	-4%	5%	i	15%	-1	1%
Cc1c(C(=O)O)sc2nc(SCC(=O)Nc3ccc(S(=O)(=O)NCCCC(=O)O)cc3)[nH]c(=O)c12	0%	-2	8%	3%	-2%	-12%	-10%	-3	6%
COC(=O)CSc1nc(N2CCOCC2)c2c(c1C#N)CCCC2	-6%	9	2%	27%	2%	-27%	-23%	-7	4%
COc1ccccc1NS(=O)(=O)c1cc(C(=O)NCc2ccncc2)ccc1C	11%	-5	0%	-4%	-2%	-22%	15%	-2	-7%
CC1CN(C(=O)COC(=O)c2ccc(Cl)c(N)c2)CC(C)O1 (stereo not drawn)	14%	7	23%	7%	-5%	i	21%	6	2%
CC1CCC2(CC1)NC(=O)N(CC(=O)Nc1cccc(S(=O)(=O)N3CCCCC3)c1)C2=O (stereo not drawn)	-6%	-10	?	9%	-11%	-58%[inhibitor]	-10%	-6	-4%
CCOC(=O)C(CC)n1cnc2c(nnn2-c2ccc(F)cc2)c1=O (stereo not drawn)	-11%	-3	-23%	25%	-1%	-10%	5%	1	-9%
Cc1ccc(NC(=O)CN(C)C(=O)COC(=O)COc2cc(C)cc(C)c2)cc1	3%	-10	-2%	2%	-20%	i	26%	-5	6%
O=S(=O)(NC1CCCCC1)c1cccs1	5%	5	6%	-12%	9%	-16%	-3%	-3	0%
CCOC(=O)C1CCCN(c2c(NCCN3CCCCC3C)c(=O)c2=O)C1 (stereo not drawn)	4%	3	3%	0%	0%	-20%	0%	-4	2%
